Fibroblast inh: antiproliferative effect on LL 47 fibroblasts – human, LL 47 cells, CellTiter-Glo luminescence, primary screen; LL 47 human lung fibroblast viability, ATP luminescence; hits give low values; viability, % at 10 µM; 85,000 tested, 1.1% active;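 active means viability at or below 50% in the single dose screen; inactive means viability above 50%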;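 further: compound exposure lasted 72 h before the ATP readout; 100% = median luminescence of untreated cell-only wells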
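Material: human lung fibroblast line LL 47, low passage; Evaluation: viability percentage against median untreated-cell control; Buffer or medium: 15% FBS in IMEM; Incubation: 72 h compound exposure at 37 °C after overnight plating; Dosing: 0.1% DMSO in all compound wells; Measured by: CellTiter-Glo luminescence.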
ERa coact pot: enhancers of ERα–SRC-1 coactivator binding, primary screen, biochemical, TR-FRET, ERα LBD, low estradiol | TR-FRET ERalpha-LBD/SRC-Cy5 coactivator binding, 2 h; 100 = basal binding, no effect | coactivator binding (% of control), % at 25.6 µM | 86,000 tested, 1.3% active | AID 639, 2007; in the data active means activity above about 200%;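 further: binding measured in presence of low estradiol as agonist stimulus; 0% = peptide alone without receptor and 100% = receptor with peptide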
Target sequence (P03372 whole entry, looked up, the tested form may be a part): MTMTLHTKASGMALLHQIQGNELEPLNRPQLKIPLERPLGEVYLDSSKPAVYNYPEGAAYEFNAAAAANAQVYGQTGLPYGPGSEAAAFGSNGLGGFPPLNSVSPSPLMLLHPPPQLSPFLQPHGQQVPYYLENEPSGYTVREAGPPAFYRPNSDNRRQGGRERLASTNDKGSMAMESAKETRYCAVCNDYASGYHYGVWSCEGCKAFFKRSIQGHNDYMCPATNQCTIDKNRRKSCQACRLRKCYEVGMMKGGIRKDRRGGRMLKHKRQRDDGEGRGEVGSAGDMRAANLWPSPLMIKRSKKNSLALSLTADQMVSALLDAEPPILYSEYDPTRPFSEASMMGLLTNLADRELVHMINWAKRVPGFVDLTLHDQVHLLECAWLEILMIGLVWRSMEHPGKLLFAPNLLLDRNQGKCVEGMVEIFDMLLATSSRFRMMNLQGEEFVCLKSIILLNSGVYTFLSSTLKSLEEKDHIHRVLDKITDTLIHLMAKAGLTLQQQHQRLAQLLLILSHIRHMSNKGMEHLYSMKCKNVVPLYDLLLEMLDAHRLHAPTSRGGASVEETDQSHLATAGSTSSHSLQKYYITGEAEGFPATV
Mac1 fbg enh: enhancers of CD11b/CD18 adhesion to fibrinogen, primary screen, K562 cells, luminescence | ATPlite luminescence | 93,000 tested, 0.07% active | Integrin beta-2 (Homo sapiens) + Integrin alpha-M (Homo sapiens), P05107+P11215 | activation, % at 10 µM;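 active means 10 µM primary screen giving 50% or more activity, confirmed by 40% or more on retest at that dose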; further: strong numbers were not always called active
Mac1 fbg inh: inhibitors of CD11b/CD18 adhesion to fibrinogen, primary screen, K562 cells, luminescence; Integrin beta-2 (Homo sapiens) + Integrin alpha-M (Homo sapiens), P05107+P11215; ATPlite luminescence; Mn2+ added to activate the integrin; inhibition, % at 10 µM; 93,000 tested, 0.54% active;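 active means primary inhibition of 50% or more at 10 µM, then 40% or more on retest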; further: some results filed as inactive read as strong as hits
H69AR inhibit: proliferation blockers of H69AR lung cancer cells, primary screen, cell-based, human, 86K library; H69AR lung tumor viability, ATP luminescence, 72 h; hits give low values; viability, % at 10 µM; 85,000 tested, 6% active; AID 598, 2007;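 active means viability at or below 40%; inactive means viability above 40%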;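 further: multidrug resistant small cell line overexpressing MRP-1 efflux transporter; 100% = mean luminescence of untreated control wells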
CYP2C19 activ: human CYP2C19 activators, primary screen, biochemical, luminescence; Cytochrome P450 2C19 (Homo sapiens), P33261; recombinant CYP2C19, luciferin-H EGE luminescence; hits give high values; 0 = fully inhibited enzyme, 1 = untreated enzyme; activation factor at 5 µM; 96,000 tested, under 10 active; AID 1025, 2008;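 active means activation factor of at least 2 at 5 µM in the primary screen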;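 further: 0 = wells with 2.5 mM tranylcypromine and 1 = vehicle-only wells; values of inactives mirror those of a sister screen read the other way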
ERa SRC1 inh: ERα–SRC-1 coactivator interaction inhibitors, primary screen, biochemical, TR-FRET, ERα LBD, estradiol-bound; Estrogen receptor (Homo sapiens), P03372; TR-FRET ER-alpha LBD / SRC-1 peptide; inhibition, % at 25.6 µM; 86,000 tested, 1.7% active; in the data active means inhibition above about 50%;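 further: 0% = receptor plus peptide control and 100% = peptide only without receptor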
CYP2C19 inh: blockers of cytochrome P450 2C19 activity – biochemical, luminescence, ADME assay, primary screen | P33261 | CYP2C19 Supersomes, luciferin-H EGE luminescence, 30 min | inhibition, % at 5 µM | 96,000 tested, 21% active | AID 778, 2007;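 active means CYP2C19 inhibition above a set limit at 5 µM in the primary screen, cut at about 50% in these data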;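 further: plate controls were negative control wells for no effect and 2.5 mM tranylcypromine positive control for full effect; values of inactives mirror those of a sister screen read the other way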
HUVEC prolif 384: inhibitors of HUVEC proliferation, primary screen, cell-based, 384-well; 86,000 tested, 1.1% active; viability, % at 10 µM (by protocol); AID 648, 2007; CellTiter-Glo luminescence, 72 h; hits give low values;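 active means viability at or below 30%; inactive means viability above 30%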;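 further: 100% = median luminescence of DMSO-only cell control wells on each plate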
Starred values were filed as active, the others as inactive; . = no result given; [ ] = remark or other dose.

Below each compound: CYP2C19 activ	ERa SRC1 inh	HUVEC prolif 384	CYP2C19 inh	Mac1 fbg inh	H69AR inhibit	Mac1 fbg enh	Fibroblast inh	ERa coact pot
COc1ccc2c(c1)Sc1ccccc1N2CCN(C)C
    0.4	-7	83	57*	-17	82	2	99	114
CCSC(C)CC1C/C(=N/O)c2c(CC)noc2C1 (stereo not drawn)
    0.1	-35	106	90*	-36	98	0	102	76[fluorescence artefact?]
CCSc1nc(C2CC2)cc(-c2ccco2)c1C#N
    0.9	31	110	14	-2	76	9	101	95[fluorescence artefact?]
Cc1ccc(-c2nc(NC(=O)CSc3nnc4scc(-c5ccccc5)n34)ns2)cc1
    .	24[fluorescence artefact?]	105	.	.	77	.	102	203*[fluorescence artefact?]
CCn1c(SCC(=O)Nc2cc(C)on2)nnc1-c1ccc(S(=O)(=O)N2CCN(C)CC2)cc1
    1.2	-6	103	-24	8	87	0	97	99
COC(=O)c1ccc(C2c3c(oc4cc(C)c(C)cc4c3=O)C(=O)N2CCCN(C)C)cc1 (stereo not drawn)
    .	1	96	.	.	91	.	99	120
CCOC(=O)c1c(NC(=O)CSc2nc3ccccc3s2)sc(C(C)=O)c1C
    0.7	.	.	29	-4	.	-6	.	.
CN1CCN(CCCNC(=O)c2ccc(CSCc3cccc(Cl)c3)o2)CC1
    1	-12	82	5	.	83	.	90	103
Cc1cc(C(F)(F)F)n2ncc(C(=O)O)c2n1
    1.2	-1	109	-22	4	92	3	96	109
CCOc1ccc(NC(=O)C2CCCN(C(=O)Nc3ccccc3)C2)cc1 (stereo not drawn)
    .	12	100	.	.	80	.	105	106
Cc1ccc(Oc2ccc(OCC(=O)NC(C)C(=O)O)cc2)cc1 (stereo not drawn)
    1.1	-4[fluorescence artefact?]	101	-5	-24	99	-4	104	88[fluorescence artefact?]
CC(=O)N1CCN(c2ccc(NCc3ccc(C(C)C)cc3)cc2)CC1
    0.5	-4	86	50*	25	79	-4	98	95
COc1cc2c(cc1OC)-c1nnc(C)n1C1(CCCC1)C2
    1.1	-3	98	-5	-3	90	0	103	112
CCOP(=O)(c1ccc(N(C)C)cc1)C(O)c1cc(OC)c(OC)c(OC)c1 (stereo not drawn)
    0.9	0	101	7	.	99	.	97	98[fluorescence artefact?]
CCOc1cccc(C(=O)Nc2cccc(-c3nc4ncccc4o3)c2C)c1
    0.8	-1	79	25	-19	80	-4	104	106
CC(C(=O)NC1=NCCS1)N1C(=O)C2CC=CCC2C1=O (stereo not drawn)
    1.1	3[fluorescence artefact?]	101	-8	-12	97	-2	106	114
Cc1nccn1CC(O)COc1ccccc1 (stereo not drawn)
    .	-23	95	.	.	101	.	90	99
COCCCn1c(=NC(=O)c2ccncc2)c(C#N)cc2c(=O)n3cccc(C)c3nc21
    0.3	.	.	70*	-24	.	16	.	.
CC(=O)c1cccc(NC2c3ccccc3C(=O)N2Cc2ccc3c(c2)OCO3)c1 (stereo not drawn)
    0.6	1	81	38	-3	79	-2	91	106[fluorescence artefact?]
C/C(N)=C(/C#N)C(=O)COC(=O)c1ccncc1
    0.4	11	88	65*	-9	98	-1	94	78
CN1/C(=C/C2CC(=O)N(c3ccc([N+](=O)[O-])cc3)C2=O)C(C)(C)c2ccccc21 (stereo not drawn)
    0.2	0	113	80*	-1	98	-1	105	87
CCOc1ccc(NC(=O)CSc2nnc(C)n2CC2CCCO2)cc1 (stereo not drawn)
    1	1	91	2	2	99	-3	99	91
Cc1nn(CC(=O)NCc2ccccc2)c(=O)c2ccccc12
    0.7	-19	95	27	-4	97	-1	95	99
C/C(=N\OC(=O)Nc1ccc(Cl)cc1)c1ncc(C(F)(F)F)cc1N1CCOCC1
    0.5	1[fluorescence artefact?]	78	48	9	87	-2	102	95
CCOC(=O)CNC(=O)Cn1cnc2c(nnn2-c2cccc(Cl)c2)c1=O
    0.9	.	.	10	-11	.	0	.	.
CCOc1ccc(S(=O)(=O)N(CC(N)=O)c2ccc(C)cc2)cc1
    0.3	-4	91	71*	-2	90	-1	93	107
Cc1nc2sccn2c(=O)c1CCN1CCC(=C(c2ccccc2)c2ccc(F)cc2)CC1
    .	6	87	.	.	65	.	99	71
CC1CCN(C(=O)C(Cc2ccccc2)n2cccc2)CC1 (stereo not drawn)
    0.1	-5	96	93*	-13	89	3	101	110
COCC(=O)Nc1nnc(CCc2ccccc2)s1
    0.8	-7	100	21	-11	98	2	114	123
CN(Cc1ccccc1)c1nc2c(c(=O)n(C)c(=O)n2C)n1CCCc1ccccc1
    0.1	0	63	88*	-28	92	-1	87	90
Cc1[nH]c(=O)[nH]c(=O)c1S(=O)(=O)N1CCCC(C(=O)N2CCN(c3ccccc3Cl)CC2)C1 (stereo not drawn)
    0.9	-4	100	9	-1	100	-3	97	93
O=C(NC1CCCCC1)c1sc(=S)n2c1[nH]c(=O)c1ccccc12
    0.3	2[fluorescence artefact?]	69	72*	105*	43	-10	102	47
Cc1ccc(C)c(N(CC(=O)NCCC2=CCCCC2)S(C)(=O)=O)c1
    0.7	-3	99	31	-26	105	0	108	72
CCc1cc(OCCN2C(=O)NC(C)(C)C2=O)ccc1Cl
    0.3	5[fluorescence artefact?]	78	74*	2	83	-5	105	109
O=C(Nc1ccc(Cl)c(Cl)c1)OCCNC(=O)c1cccc(Cl)c1
    1	0	81	2	-1	79	1	101	90
CCn1c(SCc2nc3ccccc3[nH]2)nnc1-c1ccncc1
    0.1	0	89	93*	-20	81	7	100	94
CCOC(=O)C1CCCN(C(=O)CS(=O)(=O)Cc2ccccc2)C1 (stereo not drawn)
    1	-6	102	-1	-16	97	2	110	98
O=C(CSc1nnc(-c2cccnc2)n1Cc1ccco1)c1ccccc1
    0.8	-30	95	24	-7	81	-3	103	92
Cc1nc(SCC(=O)c2cccs2)c2oc3ccccc3c2n1
    0.7	-2	94	26	22	92	2	99	147
CC1=C(C(=O)OC2CCCCCCC2)C(c2ccc(O)cc2)NC(=O)N1 (stereo not drawn)
    0.2	11	100	82*	-2	85	0	96	72
COC(=O)c1c(C(C)=O)cnc2ccc(Br)cc12
    1.2	0	93	-22	8	102	-3	95	129
COc1ccc(C2C(C(N)=O)=C(C)Nc3ncnn32)cc1 (stereo not drawn)
    1.1	-4	98	-11	4	95	1	96	112
O=C(CN(Cc1ccco1)C(=O)CNS(=O)(=O)c1ccc(Cl)cc1)NC1CCCCC1
    0.8	-21	82	20	0	91	5	87	107
COc1ccccc1-n1cnnc1SC1CCOC1=O (stereo not drawn)
    0.9	-7[fluorescence artefact?]	99	11	-7	88	1	.	99
CCCOC(=O)/C(=C\c1ccc([N+](=O)[O-])o1)NC(=O)c1ccccc1
    .	1[fluorescence artefact?]	92	.	.	92	.	90	83
Cc1ccc(CSc2ncnc3c2cnn3Cc2ccccc2)cc1C
    1.2	0	116	-20	-3	83	-2	96	95
CCN(CC)S(=O)(=O)c1ccc(NC(=O)CCC2CCCCC2)cc1
    0.2	.	.	78*	26	.	1	.	.
O=c1cc(NCc2ccco2)[nH]c(=O)n1-c1ccc(Br)cc1
    .	35[fluorescence artefact?]	98	.	.	93	.	99	86[fluorescence artefact?]
O=C(OCc1cc2ccccc2[nH]c1=O)c1ccncc1
    .	5	83	.	.	81	.	106	99
c1ccc2c(CCNc3ncnc4nc[nH]c34)c[nH]c2c1
    0.2	-7	65	83*	36	20*	-3	84	108

Following part.
Below each compound: CYP2C19 activ	ERa SRC1 inh	HUVEC prolif 384	CYP2C19 inh	Mac1 fbg inh	H69AR inhibit	Mac1 fbg enh	Fibroblast inh	ERa coact pot
Cc1[nH]c2ccccc2c1C(c1ccccn1)c1c(C)[nH]c2ccccc12
    1	3	92	4	3	72	0	79	104
CNC(=O)c1ccsc1NC(=O)c1ccc(Cl)s1
    0.2	12[fluorescence artefact?]	91	77*	-6	71	-2	91	121
Cc1cccc(NC(=O)c2cc(NC(=O)C3CCCCC3C(=O)O)ccc2N2CCCCC2)c1 (stereo not drawn)
    .	4	76	.	.	59	.	104	79
CSC1=C(C#N)C(c2ccc(C)cc2)C2=C(CCCC2=O)N1 (stereo not drawn)
    0.9	0	91	9	-6	78	-5	98	101
CCC(NS(=O)(=O)c1ccc(C)cc1)C(=O)N1CCN(c2ccccn2)CC1 (stereo not drawn)
    0.7	3	106	27	-12	85	-1	97	100
CC(=O)N1CCc2cc(S(=O)(=O)NCCC(=O)NCCc3ccccc3)ccc21
    0.7	8	96	34	0	93	-2	95	95[fluorescence artefact?]

Fetched by compound from the list above:
Below each compound: CYP2C19 activ	ERa SRC1 inh	HUVEC prolif 384	CYP2C19 inh	Mac1 fbg inh	H69AR inhibit	Mac1 fbg enh	Fibroblast inh	ERa coact pot
Cc1[nH]c2ccccc2c1C(c1ccccn1)c1c(C)[nH]c2ccccc12
    1	3	92	4	3	72	0	79	104
CNC(=O)c1ccsc1NC(=O)c1ccc(Cl)s1
    0.2	12[fluorescence artefact?]	91	77*	-6	71	-2	91	121
CCC(NS(=O)(=O)c1ccc(C)cc1)C(=O)N1CCN(c2ccccn2)CC1 (stereo not drawn)
    0.7	3	106	27	-12	85	-1	97	100
CSC1=C(C#N)C(c2ccc(C)cc2)C2=C(CCCC2=O)N1 (stereo not drawn)
    0.9	0	91	9	-6	78	-5	98	101

From PubChem BioAssay
